# PostGolgi yeast = phenotypic screen on post-Golgi transport, primary screen; post-Golgi transport phenotypic cell assay; inhibition, % at 10 µM; 98,000 compounds, 0.9% hits; AID 739, 2007;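 also: yeast cells grown in 1536-well plates; yeast grown about 18 h at 30C before absorbance read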
# PostGolgi ctrl = growth inhibition of yeast control strain, primary screen, counter-screen for post-Golgi transport modulator project | inhibition, % at 10 µM | efflux-deficient yeast background strain, growth absorbance A615, 16 h | 98,000 compounds, 5% hits
# DAT uptake mod = changed hDAT dopamine uptake under cocaine IC80, either direction, primary screen, cocaine antagonist project, cell-based, LLC-PK1 hDAT, [14C]-dopamine uptake, MLSMR; AID 449768, 2010; Sodium-dependent dopamine transporter (Homo sapiens), Q01959; B-score at 10 µM; 110,000 compounds, 1.3% hits; LLC-PK1 hDAT cells, [14C]-dopamine uptake with cocaine IC80; actives deviate in either direction;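 active = Z score or B-score, a plate-position-corrected score, falls beyond the plate's 99.7% confidence bounds, in either direction; inactive = both scores lie inside the 99.7% bounds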;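 also: scored against the spread of the other compound wells on the same plate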
# Target sequence (Q01959 whole entry, looked up): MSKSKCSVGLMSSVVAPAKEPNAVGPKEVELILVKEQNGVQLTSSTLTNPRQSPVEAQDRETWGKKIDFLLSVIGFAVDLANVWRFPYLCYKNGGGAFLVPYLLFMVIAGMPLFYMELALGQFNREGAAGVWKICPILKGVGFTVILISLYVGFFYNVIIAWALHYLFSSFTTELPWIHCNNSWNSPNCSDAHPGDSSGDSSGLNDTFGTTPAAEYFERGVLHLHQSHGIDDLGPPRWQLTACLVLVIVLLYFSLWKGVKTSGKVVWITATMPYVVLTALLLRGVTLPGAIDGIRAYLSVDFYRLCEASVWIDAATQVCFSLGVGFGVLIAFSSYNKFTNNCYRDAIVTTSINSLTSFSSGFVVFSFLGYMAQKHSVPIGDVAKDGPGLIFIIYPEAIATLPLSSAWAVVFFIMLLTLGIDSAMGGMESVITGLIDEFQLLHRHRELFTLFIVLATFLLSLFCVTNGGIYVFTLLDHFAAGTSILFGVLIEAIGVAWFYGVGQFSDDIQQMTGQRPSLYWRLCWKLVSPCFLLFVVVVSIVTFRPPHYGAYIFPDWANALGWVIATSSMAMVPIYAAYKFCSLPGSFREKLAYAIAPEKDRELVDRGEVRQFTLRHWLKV
# Lung fibro prol = antiproliferative effect on LL 47 fibroblasts – human, LL 47 cells, CellTiter-Glo luminescence, primary screen | 85,000 compounds, 1.1% hits | viability, % at 10 µM | AID 719, 2007 | LL 47 human lung fibroblast viability, ATP luminescence; active compounds read low;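 active = viability at or below 50% in the single dose screen; inactive = viability above 50%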;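 also: compound exposure lasted 72 h before the ATP readout; 100% = median luminescence of untreated cell-only wells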
#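 Test system: LL 47 human lung fibroblasts / Incubation: 72 h compound exposure at 37 °C after overnight plating / Technique: luminescent ATP detection, CellTiter-Glo / Compound dosing: 0.1% DMSO in all compound wells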
# HUVEC inhibit = inhibitors of HUVEC proliferation, primary screen, cell-based, 384-well; CellTiter-Glo luminescence, 72 h; active compounds read low; viability, % at 10 µM (by protocol); 86,000 compounds, 1.1% hits;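 active = viability at or below 30%; inactive = viability above 30%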;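 also: 100% = median luminescence of DMSO-only cell control wells on each plate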
# S1P2 ag = S1P2 receptor agonists, primary screen, cell-based | Sphingosine 1-phosphate receptor 2 (Homo sapiens), O95136 | S1P2-expressing cell line, agonist reporter read-out | activation, % at 4.5 µM | 97,000 compounds, 0.46% hits; in the data active = activation above about 16%;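 also: 0% = vehicle low control and 100% = maximal reference agonist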
# Target sequence (O95136 whole entry, looked up): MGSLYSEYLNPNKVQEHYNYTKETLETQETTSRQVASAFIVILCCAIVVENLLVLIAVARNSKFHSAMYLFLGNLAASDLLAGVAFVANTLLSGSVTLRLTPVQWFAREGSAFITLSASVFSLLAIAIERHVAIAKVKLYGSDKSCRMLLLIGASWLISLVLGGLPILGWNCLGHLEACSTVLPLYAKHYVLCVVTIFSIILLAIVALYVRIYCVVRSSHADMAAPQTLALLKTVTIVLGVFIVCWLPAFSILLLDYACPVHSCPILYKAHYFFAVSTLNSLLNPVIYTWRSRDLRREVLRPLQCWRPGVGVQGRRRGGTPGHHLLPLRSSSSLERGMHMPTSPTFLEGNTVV
# H69AR growth 86K = proliferation blockers of H69AR lung cancer cells, primary screen, cell-based, human, 86K library; H69AR lung tumor viability, ATP luminescence, 72 h; active compounds read low; viability, % at 10 µM; 85,000 compounds, 6% hits; AID 598, 2007;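 active = viability at or below 40%; inactive = viability above 40%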;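 also: multidrug resistant small cell line overexpressing MRP-1 efflux transporter; 100% = mean luminescence of untreated control wells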
# S1P2 blocker = human S1P2 receptor antagonists, primary screen, cell-based; Sphingosine 1-phosphate receptor 2 (Homo sapiens), O95136; cell-based S1P2 antagonist assay, inhibition at 5 uM; inhibition, % at 5 µM; 97,000 compounds, 0.21% hits; in the data active = inhibition above about 45%;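 also: CRE beta-lactamase reporter cells expressing human S1P2 stimulated with S1P; 0% = agonist at EC80 alone and 100% = agonist plus reference antagonist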
# E coli WT exp = growth inhibitors of wild-type E. coli, primary screen, strain BW25113, expanded library, OD600; OD600 absorbance; growth inhibition, % at 100 µM; 98,000 compounds, 0.15% hits; AID 710, 2007;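 active = growth inhibition above about 50% at one test dose, limit read from the data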;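 also: growth measured after 20 h incubation at 37 °C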
# The depositor's hits bear a star; . = not tested or not shown. Rule as the data show it, unless noted: active = inhibition above about 30%; inactive = the rest.
# Fields: PostGolgi yeast	PostGolgi ctrl	DAT uptake mod	Lung fibro prol	HUVEC inhibit	S1P2 ag	H69AR growth 86K	S1P2 blocker	E coli WT exp
COC(=O)COc1ccc(S(=O)(=O)NCC2CCCO2)cc1Cl (configuration not stated)
→ -7	8	-0.29	96	94	-4	94	-5	2
COc1cc(C2C3C(=O)N(c4ccc(F)cc4)C(=O)C3ON2c2ccccc2)ccc1O (configuration not stated)
→ 1	-2	-6.9*	96	80	-4	82	20	1
Cc1cccc(NC(=O)c2cnc3n(c2=O)CCS3)c1
→ .	.	-0.25	105	103	-4	103	12	.
Cn1c(=O)c2c(nc(NCCCO)n2C/C=C/c2ccccc2)n(C)c1=O
→ 9	-4	0.002	88	74	-5	84	-22	5
O=C(/C=C/Nc1cccc(F)c1)c1ccco1
→ -2	1	0.35	85	87	-3	90	-11	14
COc1ccc(C(=O)C(CO)Oc2ccccc2OC)cc1OC (configuration not stated)
→ 1	-4	.	.	.	19*	.	13	-2
COC(=O)c1sccc1-n1cccc1C(=O)C(=O)N1CCCC1
→ -5	-4	-0.032	.	.	-4	.	27	-16
O=C(c1ccc(Cl)cc1Cl)c1ncc(C(F)(F)F)cc1Cl
→ 3	13	-1.3	.	.	-10	.	6	2
CCOC(=O)N1CCN(S(=O)(=O)Cc2ccccc2)CC1
→ 6	9	-0.1	97	102	-1	96	16	3
CCOc1cc(/C=N/NC(=O)CN2CCOCC2)ccc1OCc1ccc(Cl)cc1
→ 13	4	2.2	.	.	-2	.	-2	-12
COC(=O)C(Cc1ccc(OC(=O)c2ccc(Cl)cc2)cc1)N1Cc2ccccc2C1=O (configuration not stated)
→ -11	8	0.59	.	.	-9	.	-7	-7
O=C(Nc1ccc2oc(-c3ccccc3)nc2c1)c1cccs1
→ .	.	0.45	91	84	-4	39*	-7	.
CCCS(=O)(=O)N1CCN(Cc2ccccc2C(F)(F)F)CC1
→ 0	-6	-0.45	100	88	0	99	17	-5
O=C(O)C1CCN(C(=O)c2ccc(Cl)cc2)CC1
→ -4	2	0.88	99	103	-1	101	0	-9
COc1ccc(-c2nc(C#N)c(N3CC(C)OC(C)C3)o2)cc1OC (configuration not stated)
→ 7	13	0.9	90	98	1	83	-7	-2

# Ordered by count of non-hydrogen atoms (low to high): some entries from above
# Fields: PostGolgi yeast	PostGolgi ctrl	DAT uptake mod	Lung fibro prol	HUVEC inhibit	S1P2 ag	H69AR growth 86K	S1P2 blocker	E coli WT exp
O=C(/C=C/Nc1cccc(F)c1)c1ccco1
→ -2	1	0.35	85	87	-3	90	-11	14
O=C(c1ccc(Cl)cc1Cl)c1ncc(C(F)(F)F)cc1Cl
→ 3	13	-1.3	.	.	-10	.	6	2
COC(=O)C(Cc1ccc(OC(=O)c2ccc(Cl)cc2)cc1)N1Cc2ccccc2C1=O (configuration not stated)
→ -11	8	0.59	.	.	-9	.	-7	-7

# Retrieved by structure from above, two records:
# Fields: PostGolgi yeast	PostGolgi ctrl	DAT uptake mod	Lung fibro prol	HUVEC inhibit	S1P2 ag	H69AR growth 86K	S1P2 blocker	E coli WT exp
CCCS(=O)(=O)N1CCN(Cc2ccccc2C(F)(F)F)CC1
→ 0	-6	-0.45	100	88	0	99	17	-5
COC(=O)c1sccc1-n1cccc1C(=O)C(=O)N1CCCC1
→ -5	-4	-0.032	.	.	-4	.	27	-16

# Continuation.
# Fields: PostGolgi yeast	PostGolgi ctrl	DAT uptake mod	Lung fibro prol	HUVEC inhibit	S1P2 ag	H69AR growth 86K	S1P2 blocker	E coli WT exp
Cc1ccc(-c2nc(=S)c3c(n2CC2CCCO2)CC(C)(C)OC3)cc1 (configuration not stated)
→ 4	5	0.081	100	87	-1	98	-13	5
O=C(NC1(C(F)(F)F)NC(=O)N(Cc2ccccc2)C1=O)c1cccnc1 (configuration not stated)
→ -1	-5	-0.025	99	100	-3	96	19	10
COc1ccc2c(c1OC)C(=O)OC2CC(=O)c1ccc(O)c(O)c1 (configuration not stated)
→ 20	-5	-0.72	102	88	-5	95	14	-2
O=c1oc2ccccc2nc1/C=C(O)/C=C\c1ccccc1
→ -9	4	0.026	.	.	-3	.	-8	-13
COC(=O)c1[nH]c2ccc(Cl)cc2c1NC(=O)CN1CCC(C(N)=O)CC1
→ 4	5	0.43	98	88	-5	71	12	1
COc1ccc(CNC(=O)C2CCN(S(=O)(=O)c3c(C)n[nH]c3C)CC2)cc1
→ 3	4	-0.16	110	118	-2	93	15	5
O=C(c1ccccc1)c1coc2ccc(O)c(CN3CCOCC3)c12
→ 0	0	1.8	96	117	-5	103	-9	-3
O=S(=O)(Nc1ccc2c(c1)nc1n2CCN(Cc2ccccc2)C1)c1ccc(F)cc1
→ 1	-6	1.2	.	70	-7	53	-11	-8
Cc1ccc(C)c(N(C(=O)CCC(=O)Nc2cc(C)on2)C(C(=O)NC2CCCC2)c2ccco2)c1 (configuration not stated)
→ -8	-7	-0.29	95	84	-5	81	8	0
CCSc1nnc(NC(=O)c2csc(C)c2)s1
→ -5	9	-1	100	91	-3	70	-12	-11
O=C(N/N=C/C1CCCCC1)c1cc(Cl)ccc1O
→ -8	0	0.035	.	.	-2	.	12	50*
COc1ccc(C(=O)Nc2nc(-c3cccs3)cs2)cc1
→ 1	16	-0.055	91	64	-9	89	-5	-3
CCC(C)(C)NC(=O)C(c1cccn1C)N(Cc1ccc(OC)cc1)C(=O)Cn1nnc2ccccc21 (configuration not stated)
→ .	.	0.88	96	99	-2	45	3	.
CC1CCc2c(sc(NC(=O)CSc3ncnc4c3cnn4-c3ccccc3Cl)c2C#N)C1 (configuration not stated)
→ 2	-2	-0.57	83	88	-3	73	20	-10
COCCN1C(=O)C(CC(=O)Nc2ccccc2)SC1=Nc1ccc(OC)cc1 (configuration not stated)
→ -10	7	1.2	92	92	-4	87	-14	2
NC(=O)c1ccc(C2SCC(=O)N2Cc2ccccc2)cc1 (configuration not stated)
→ 1	4	0.11	94	91	-5	105	26	-3
Cc1cc2c(cc1C)CSC(c1ccccc1OC(=O)C(C)C)SC2
→ -1	4	0.82	.	.	-11	.	10	-8
CC(C)CC(=O)NC(NCC1CCCO1)C(Cl)(Cl)Cl (configuration not stated)
→ 1	-4	-0.48	.	.	-1	.	-13	8
Cc1ccc(C)c2[nH]c(=O)c(C(c3nnnn3C3CCCC3)N3CCOCC3)cc12 (configuration not stated)
→ 27	-1	-0.56	90	99	-3	98	4	3
CCn1c(SCC(=O)Nc2nc(C)c(C)s2)nnc1-c1cccnc1
→ -6	8	0.37	107	90	0	89	4	-3
Cn1c(Cc2ccccc2)nnc1SCC(=O)N1CCN(c2ccccc2)CC1
→ -2	7	-0.46	97	88	-3	79	-7	5
CC1CCCCC1NS(=O)(=O)c1ccc(-n2cnnn2)cc1 (configuration not stated)
→ 3	13	0.042	103	108	-3	96	-5	3
CN1CCN(CCCNC(=O)c2cc3c(=O)n(C)c4ccccc4c3s2)CC1
→ -1	-3	-1.2	84	57	-2	56	7	0
COc1ccc(C(CNC(=O)COc2ccccc2C#N)N2CCOCC2)cc1 (configuration not stated)
→ -7	0	-1	90	94	-7	87	14	1
CCCNC(=O)Cn1cccc1C(=O)c1ccccc1
→ 1	9	0.32	106	97	-3	85	10	-1
Clc1ccc2nc(CN3CCCc4ccccc43)cn2c1
→ -5	20	1.5	85	87	-1	87	14	11
Cc1ccc(-n2c(SCC(=O)NCc3ccco3)nnc2-c2cccnc2)cc1
→ .	.	0.74	97	92	-3	86	2	.
COc1cc(OC)c(C2N(C)c3ccccc3N2C)cc1OC
→ -1	-6	-0.016	97	100	0	89	13	-8
N#CCCN(C(=O)CSc1ccc2c(c1)OCCO2)c1ccc(F)cc1
→ 7	3	1.2	102	80	-6	103	4	7
Cc1c(C(c2cc3c(cc2Br)OCO3)c2c(C)n(C)n(-c3ccccc3)c2=O)c(=O)n(-c2ccccc2)n1C
→ -7	0	.	.	.	-4	.	5	10
O=C(NC1CC1)c1cc(F)c(F)cc1Cl
→ -4	8	-0.29	105	107	-7	101	-2	-2
CC1CSc2nnc(CCc3ccccc3)n21 (configuration not stated)
→ -12	-8	0.048	95	107	-4	93	22	7
COc1ccc(C2(C(=O)NCCCN3CCOCC3)CCOCC2)cc1
→ 7	3	0.88	115	100	-1	89	18	-2
[O-]/[N+](=C/c1cccnc1)c1ccc(Br)cc1
→ -3	0	-0.34	.	.	.	.	.	9
COc1cccc(NC(=O)Cn2cnc3sc(C)c(S(=O)(=O)N4CCN(C)CC4)c3c2=O)c1
→ -1	5	0.012	104	113	-5	91	13	-2
COc1cc(NC(=O)c2ccco2)c(OC)cc1NC(=O)Nc1cccc(Cl)c1
→ -7	-5	-0.16	91	66	-7	47	14	-7
CCOc1ccc2nc(NC(=O)C3CCCN(S(=O)(=O)c4cccs4)C3)sc2c1 (configuration not stated)
→ 75*	48*	-0.34	101	67	-4	51	12	-9
Cn1c(C(=O)NCC2CCCO2)cc2c(=O)[nH]c3ccccc3c21 (configuration not stated)
→ 10	11	1.1	93	91	-3	88	-11	-1
COc1ccccc1N1CCN(C(=O)CSc2nc3ccccc3c(=O)n2CC2CCCO2)CC1 (configuration not stated)
→ 4	20	1.9	105	83	-10	45	5	-16
CCn1c(SC/C=C/c2ccccc2)nnc1-c1cccs1
→ 1	30	-0.01	90	94	1	98	-6	5
CS(=O)(=O)n1nc(-c2ccccc2)nc1N
→ 12	-3	-0.29	.	.	-4	.	-6	9
Cn1c(COc2ccccc2)nnc1SCc1cc(=O)[nH]c2ccccc12
→ -1	5	.	.	.	-4	.	8	1
CSc1nnc(-c2ccccc2N=Cc2c(C)[nH]n(-c3ccc4ccccc4c3)c2=O)c(=O)[nH]1
→ -13	8	-0.83	.	.	-10	.	-6	-7
O=C(CS(=O)CC(=O)N(c1ccccc1)C(C(=O)NC1CCCC1)c1cccs1)Nc1ccc(F)cc1 (configuration not stated)
→ -7	10	-0.022	.	.	-6	.	-3	-4
CC(=O)Nc1ccccc1C(=O)N1CCc2ccccc21
→ -22	11	-0.032	97	88	-4	94	7	-4
CCOC(=O)c1sc(N(C)C(C)=O)nc1C
→ 4	-1	0.0081	119	106	-4	93	3	4
CCCSC1=N/C(=C\c2ccsc2)C(=O)S1
→ -1	2	0.43	.	.	-4	.	11	-4
Nc1nc(Br)c2c(F)cccc2c1-c1ccccc1
→ -1	2	.	.	.	14	.	-5	-4
FC(F)(F)c1nc2ccccc2nc1N/N=C/c1ccc(Cl)cc1
→ 3	-2	0.2	.	.	-7	.	18	-6
O=C(NCCCCNC(=O)C1CCCC1)C1CCCC1
→ 3	4	-1.1	102	72	-7	91	-8	5
O=C1C(C=NCc2ccccn2)=C(O)c2ccccc21
→ -1	10	1.2	93	95	-2	97	-11	-2
COC(=O)c1ccccc1NC(=O)Nc1ccc2c(c1)OCO2
→ -1	7	-0.29	97	86	-4	107	-19	2
COc1cc(C)c(C(N)=O)c(OC)n1
→ 2	12	-0.21	105	110	.	105	.	12
O=C(Nc1ccccc1)C1CCN(C(=O)c2ccccc2)CC1
→ -1	16	-0.14	97	79	-2	98	-5	-4
Cc1onc(-c2ccccc2Cl)c1C(=O)Nc1ccc(-c2nnc3n2CCCCC3)cc1
→ 12	-6	-0.62	92	102	-2	85	2	6
Cc1nnc(SCCCn2c(N3CCCCC3)nc3c2c(=O)[nH]c(=O)n3C)s1
→ 4	-6	1.1	94	84	-7	91	-12	5
CC(C)(C)NC(=O)CSc1nc(O)cc(=O)n1-c1ccccc1
→ 10	0	-0.55	106	95	-2	101	-13	3
CCCCS(=O)(=O)Nc1ccc2ncn(C)c(=O)c2c1
→ -8	8	-0.71	106	93	-4	97	-5	-2
